# CatB block: inhibitors of human cathepsin B; P07858; purified cathepsin B, fluorogenic substrate, fluorescence; inhibition, %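 (tested at 10 µM)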; actives 0.1% (n = 63,000); AID 453; in the data active means inhibition above about 21%;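 further: 0% = enzyme with no compound and 100% = no enzyme blank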
# CatB mix inh: inhibitors of human cathepsin B in compound mixtures; P07858; Purified cathepsin B, AMC dipeptide fluorescence; inhibition, %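 (ten-compound pools at 5 µM per compound and 50 µM total)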; actives 0.06% (n = 62,000); in the data active means inhibition above about 22%, passing the limit was not always enough;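 further: 0% = enzyme without compound and 100% = no enzyme blank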
# CatL inh: inhibitors of human cathepsin L | P07711 | purified cathepsin L, fluorogenic substrate, fluorescence | inhibition, %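 (tested at 10 µM)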 | actives 0.17% (n = 58,000) | AID 460; in the data active means inhibition above about 45%;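 further: 0% = enzyme with no compound and 100% = no enzyme blank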
# Target sequence (P07711 114-288 limits assumed): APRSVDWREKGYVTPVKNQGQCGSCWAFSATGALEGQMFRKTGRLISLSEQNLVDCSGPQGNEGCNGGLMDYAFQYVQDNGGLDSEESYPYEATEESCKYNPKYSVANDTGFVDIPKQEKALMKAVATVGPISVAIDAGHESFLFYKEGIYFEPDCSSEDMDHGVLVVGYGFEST
# Target sequence (P07711 292-333 limits assumed): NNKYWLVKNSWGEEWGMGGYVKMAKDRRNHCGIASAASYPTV
# AP ELISA ortho: orthogonal test for alternative complement pathway inhibitors | Human serum alternative complement pathway, LPS-coated ELISA, C3 deposition; tested in compound mixtures | actives 0.08% (n = 62,000) | inhibition, % at 5 µM | AID 1235;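 active means inhibition above 30% in each of the two pooled mixtures holding the compound, so the lower value exceeds 30%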;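 further: 0% = serum in Mg-EGTA without compound and 100% = EDTA serum blank; some compounds past the cut are filed as inactive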
#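 Test system: human serum complement alternative pathway, C3 deposition onto LPS / Medium: Mg2+-EGTA GVB++ buffer containing human serum at 1:15 dilution / Probe or stimulus: Plate-bound LPS / Times: 1 h at 37 °C / Signal: ELISA with HRP anti-human C3 antibody, TMB substrate, absorbance 450 nm / Measure: percent inhibition / Repeats: two pool placements per compound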
# FXIIa inh mix: blocks human factor XIIa in pooled compound mixtures; actives 0.2% (n = 62,000); inhibition, % at 5 µM; purified FXIIa, fluorogenic substrate; P00748;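 further: 0% = enzyme without compound and 100% = no enzyme blank; some results filed as inactive read as strong as hits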
# FXIa mix inh: blocks human factor XIa in pooled compound mixtures. purified FXIa, fluorogenic substrate. actives 0.19% (n = 62,000). inhibition, % at 5 µM;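 further: each value is inhibition by a whole ten-compound pool holding the compound; 0% = enzyme with no mixture and 100% = wells lacking enzyme; strong numbers were not always called active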
# Cathepsin G inh: cathepsin G (human) inhibition | actives 0.2% (n = 62,000) | purified enzyme, AMC-tetrapeptide fluorescence, pooled mixtures | inhibition, % at 5 µM (by protocol) | AID 581;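 active means inhibition above 20% in each of the two mixture wells holding the compound; inactive means inhibition of 20% or less in either well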;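 further: 0% = enzyme control without mixture and 100% = blank lacking enzyme; strong numbers were not always called active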
# Target sequence (P08311 21-244 limits assumed): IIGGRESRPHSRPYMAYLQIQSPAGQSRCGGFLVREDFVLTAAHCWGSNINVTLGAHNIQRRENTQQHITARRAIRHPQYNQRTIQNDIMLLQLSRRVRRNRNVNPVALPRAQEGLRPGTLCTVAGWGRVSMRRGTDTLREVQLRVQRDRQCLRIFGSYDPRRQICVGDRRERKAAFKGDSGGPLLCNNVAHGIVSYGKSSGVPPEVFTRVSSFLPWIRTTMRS
# CatS block: blocks human cathepsin S protease activity; recombinant cathepsin S, AMC dipeptide fluorescence, pooled mixtures; inhibition, %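 (tested at 5 µM per compound within 10-compound mixtures)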; actives 0.06% (n = 62,000); AID 501; in the data active means inhibition above about 32%, passing the limit was not always enough;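 further: 0% = enzyme without compound and 100% = blank without enzyme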
# Target sequence (P25774 115-331 limits assumed): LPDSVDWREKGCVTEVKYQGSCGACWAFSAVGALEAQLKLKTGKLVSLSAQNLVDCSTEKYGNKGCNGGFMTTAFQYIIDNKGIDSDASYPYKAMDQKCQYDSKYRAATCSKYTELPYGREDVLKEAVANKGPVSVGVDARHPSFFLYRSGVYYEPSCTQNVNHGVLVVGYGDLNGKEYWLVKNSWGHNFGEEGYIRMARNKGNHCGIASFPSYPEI
# C1s block: human complement C1s inhibition; purified C1s, fluorogenic AMC substrate, pooled mixtures; P09871; mean inhibition % of two 10-compound mixtures (active compounds read high), % at 5 µM (by protocol); actives 0.16% (n = 62,000);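 active means inhibition above 20% in each of the two 10-compound mixture wells holding the compound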;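 further: 0% = enzyme wells lacking compound mixture and 100% = no-enzyme blank wells; some compounds called inactive have numbers as strong as hits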
# Active calls of the source: *; . = no result given. Unless noted, no stated cut-off is given here; in the data, active means inhibition above about 20% (passing the limit was not always enough); inactive means the rest. The list is partial (hit frequency here may not be typical).
CatB block	CatB mix inh	CatL inh	AP ELISA ortho	FXIIa inh mix	FXIa mix inh	Cathepsin G inh	CatS block	C1s block	smiles
8	3	-1	-17	-21	-1	-6	8	-17	O=C(CN(C(=O)c1cc2c(s1)CCC2)C1CCCC1)NCc1cccs1
2	1	5	4	-16	5	-2	-2	-11	O=C(O)c1n[nH]c2c1CCCC2
4	-1	.	-3	4	3	13	10	17	COc1ccc2nc(NC(=O)CCNS(=O)(=O)c3ccc4c(c3)oc(=O)n4C)sc2c1
3	1	12	11	-3	4	9	11	4	O=C(Nc1cccc2ccccc12)N1CCN(c2ccc(F)cc2)CC1
1	-3	13	9	-25	-4	8	-7	1	Cc1ccc(CNC(=O)c2cccc(-n3cnnn3)c2)cc1
-4	5	10	12	3	6	1	-6	4	COc1cc(C2=NOC(C(=O)Nc3ccc(C(C)=O)cc3)C2)cc(OC)c1OC (centres undefined)
2	1	3	-5	1	-2	-4	-13	-23	CCOC(=O)N1CCC(NC(=O)C2CCN(c3ccc(N4CCOCC4)nn3)CC2)CC1
-1	-1	-1	8	7	5	2	24	-3	O=C(c1cccc(C(F)(F)F)c1)N1CCCC1
5	5	4	-8	1	3	17	29	-35	C=CCNC(=O)CCCOc1cc(C)ccc1C
5	5	-8	14	-15	6	15	2	20	O=C(Cn1cc(C(=O)C2CC2)c2ccccc21)NCC1CCCO1 (centres undefined)
-1	-2	-2	10	-22	5	6	22	10	CCOC(=O)C(C)n1cnc2c(nnn2-c2cccc(Cl)c2)c1=O (centres undefined)
0	0	-3	15	7	6	6	-13	-38	O=C(CCN1CCc2ccccc21)c1ccc2c(c1)OCCO2
-5	-5	-78	11	9	-14	-7	-5	-34	O=c1[nH]c(=O)n(Cc2ccccc2)c2nc(-c3ccco3)cc(C(F)(F)F)c12
2	2	.	-2	-20	-2	4	3	4	O=C(Nc1cccc(Cl)c1)Nc1ccc2c(c1)OCO2
0	7	.	11	7	4	0	15	1	Cc1cc2c(cc(C(=O)N3CCC(C(=O)NC4CCCC4)CC3)n2Cc2c(F)cccc2Cl)o1
1	2	-7	12	-15	8	9	-5	11	CC(=O)N1c2ccccc2N(Cc2ccc(C)cc2C)C(=O)C1(C)C
-1	-1	.	13	1	3	0	5	-2	CCc1nc(SCC(=O)N2CCC(C)CC2)c2c(=O)n(C)c(=O)n(C)c2n1
.	1	.	15	-15	-10	-6	1	-44	O=C(O)c1ccc(CNc2ccccc2C(=O)O)cc1
-1	-2	-12	12	12	6	1	-3	-2	CCOC(=O)N1CCC(c2cc(=O)n3[nH]c(C)c(-c4ccc(F)cc4)c3n2)CC1
-2	-5	-16	16	-17	-6	-12	-15	-56	Cc1cccc(-c2c3c(=O)n(C)c(=O)n(C)c3c3cccnn23)c1
1	9	-4	16	0	5	3	-2	-1	O=C(CCSc1ccccc1)N1CCOCC1
0	4	.	4	1	5	10	5	9	CCc1nc(SCc2ccc(C(=O)OC)o2)c2c(=O)n(C)c(=O)n(C)c2n1
6	2	-3	15	7	6	8	0	13	c1ccc(-c2cc3c(N4CCOCC4)ncnc3s2)cc1
0	3	-7	-2	3	5	10	-13	7	CN=C(Nc1cc(C)nn1-c1ccccc1)c1ccccc1
2	-1	-2	2	-13	2	-5	-3	2	O=S(=O)(c1cccc2nsnc12)N1CCc2ccccc21
4	5	.	26	5	7	11	-4	7	Cc1cc(N2CCN(C3CCCCC3)CC2)nc2cccc(O)c12
-1	0	-9	-6	-3	4	-3	2	2	CCCOc1ccc(C(=O)CCN2CCCCC2)cc1
-2	2	14	10	3	1	8	-4	-3	CCNC(=O)CC1C(=O)N(c2cccc(OC)c2)C(=O)N1CCOC (centres undefined)
1	5	-6	20	-7	3	9	-5	10	Cc1cc(=O)n2nc(N3CCCC3C(=O)NCCCN3CC(C)CC(C)C3)sc2n1 (centres undefined)
-2	0	1	8	-13	-2	2	-4	-7	Cc1cccc(Nc2ncccc2C(=O)O)c1C
5	5	11	-5	2	4	-2	8	5	CN1CCN(S(=O)(=O)c2cccc(C(=O)NC3CCCc4ccccc43)c2)CC1 (centres undefined)
6	6	-4	-10	3	-7	-6	14	-44	CCOC(=O)N1CCC(NC(=O)C2CCCN2C(=O)OCc2ccccc2)CC1 (centres undefined)
0	4	-3	10	47	3	10	1	12	COC(=O)c1ccc(NC(=O)CCn2cccc2)cc1
2	20	-1	5	5	5	-1	25	-30	Cc1cc(-c2cccnc2)c(C#N)c(SCC#N)n1
1	-4	.	4	4	2	8	-4	0	N#CC(C#N)=c1ccc2c(c1)NC1(CCCCC1)N=2
2	-8	7	2	15	-1	8	-4	-4	OC1C[N+]2(CCCCC2)C1
-2	1	1	12	6	9	11	-6	2	Cc1cc2nc(NC3=NCN(Cc4ccc5c(c4)OCO5)CN3)nc(C)c2cc1C
1	1	-5	10	11	7	3	-3	7	O=C(c1ccc2c(c1)N(Cc1ccccc1)C(=O)CS2)N1CCOCC1
2	2	8	19	-7	4	7	-3	-8	Cn1nnnc1SCc1c(F)cccc1F
-5	2	4	-1	8	2	0	13	-16	COc1ccccc1-n1c(SCC(N)=O)nnc1-c1ccccc1
3	5	2	7	4	5	-5	4	-9	CC1CCCCN1CCCn1c(=S)[nH]c2ccccc2c1=O (centres undefined)
3	1	3	17	-17	12	10	0	13	Cc1ccnc(N2CCC(C(=O)Nc3ccc4c(c3)OCO4)CC2)n1
4	0	15	8	10	10	0	6	0	COc1ccc(-n2nc(C(=O)NCC(=O)NCC3CCCO3)c3ccccc3c2=O)c(OC)c1 (centres undefined)
1	-1	4	4	20	11	3	5	7	CCn1c(SCC(=O)Nc2ccc3c(c2)OCO3)nnc1-c1cnccn1
-2	-3	3	-7	0	3	-4	7	-8	c1ccc(-n2ncc3c(N4CCN(c5ccccn5)CC4)nc(N4CCCCC4)nc32)cc1
3	5	1	7	2	2	9	-11	-1	CC(C)N(C(=O)CSc1nnc(NC(=O)C2CCC2)s1)C(C)C
0	2	-8	9	-17	0	-13	7	-13	CCOC(=O)c1c(C)c(C(=O)NC(C)COC)c(C)n1CC (centres undefined)
1	0	7	-11	4	-1	-6	0	-24	O=C(CCC1COc2ccccc2O1)Nc1ccccn1 (centres undefined)

# Gathered by group: the entries above containing a COOH group (3)
CatB block	CatB mix inh	CatL inh	AP ELISA ortho	FXIIa inh mix	FXIa mix inh	Cathepsin G inh	CatS block	C1s block	smiles
2	1	5	4	-16	5	-2	-2	-11	O=C(O)c1n[nH]c2c1CCCC2
.	1	.	15	-15	-10	-6	1	-44	O=C(O)c1ccc(CNc2ccccc2C(=O)O)cc1
-2	0	1	8	-13	-2	2	-4	-7	Cc1cccc(Nc2ncccc2C(=O)O)c1C

# The results go on:
CatB block	CatB mix inh	CatL inh	AP ELISA ortho	FXIIa inh mix	FXIa mix inh	Cathepsin G inh	CatS block	C1s block	smiles
2	5	-4	12	2	12	11	-1	16	COc1cccc(C2c3c(oc4ccccc4c3=O)C(=O)N2c2ccccn2)c1 (centres undefined)
-3	6	-1	4	-2	-1	0	-6	0	CCCCOC(=O)C1C2C=C[C@]3(CN(CCCOC)C(=O)[C@H]13)O2 (some centres undefined)
1	1	-2	11	3	5	9	5	12	O=C(c1ccccc1)c1cc(-c2ccccc2)on1
0	0	-1	-13	14	12	2	-4	1	CCOC(=O)CCCNC(=O)CN1C(=O)NC2(CCCCCC2)C1=O
1	6	-37	13	1	41	7	-2	8	Cc1ccc2cc3cc(C(=O)NCc4ccco4)oc3nc2c1
1	-3	-4	8	8	-4	-7	-6	-57	O=C(Cc1cn2ccsc2n1)Nc1cccc2cnccc12
3	0	8	6	2	7	6	3	14	Cc1cc(-c2ccccc2)nc(N2CCN(c3ccccn3)CC2)n1
2	-5	3	2	2	1	-10	-4	-42	CCC(=O)NCCc1cc2cc(C)c(C)cc2[nH]c1=O
5	1	0	-10	11	3	-9	8	-12	CCc1ccc(NC2=NCC(=O)N2Cc2ccc3c(c2)OCO3)cc1
1	1	8	-1	-18	-23	-22	-2	-29	COCc1cc(C)nc(N2CCc3ccccc32)c1C#N
1	2	-2	-3	10	3	-6	-7	-9	CNC(=O)C1CC(=O)N(c2ccc(C)cc2)C1 (centres undefined)
0	1	.	13	2	0	-4	0	-3	COc1ccc(-c2nnc(SCC(=O)NC3CCCCC3)o2)cc1OC
-1	7	14	4	7	3	2	6	5	COc1nc(OC)nc(N2CCC(C(=O)Nc3cccc4c3CCCC4)CC2)n1
-4	7	19	21	-14	5	3	5	2	COCCCNC(=O)CCCn1c(=O)[nH]c2ccccc2c1=O
2	0	11	2	7	3	14	9	-14	Cc1ccccc1CSc1nnc(-c2cccnc2)n1N
0	1	-3	0	18	2	2	6	5	S=c1[nH]nc(-c2ccco2)n1C1CCCCC1
2	1	-12	-2	-6	7	9	-6	10	CCOC(=O)CNC(=O)CSc1nnc(-c2ccccc2)n1Cc1ccco1
4	1	6	-4	0	7	8	-3	11	O=C(CSc1nnc(CNc2ccccc2)o1)N1CCc2ccccc21
4	1	0	5	8	4	12	11	8	CCOCCn1c(N2CCN(c3ccc(OC)cc3)CC2)nc2c1c(=O)n(C)c(=O)n2C
8	2	.	-10	-6	-4	-17	22	-3	CC(C)c1[nH]nc2c1C(C(C)C)C(C#N)=C(N)O2 (centres undefined)
0	6	.	28	-11	8	0	1	2	CCOc1ccc(-c2nc(CSCC(=O)N3CCN(C(=O)c4ccco4)CC3)c(C)o2)cc1
3	-3	22	12	-1	-12	2	-2	-93	CCOc1ccc(-c2cc(CCCC(=O)NCCc3ccc(OC)c(OC)c3OC)no2)cc1
2	2	-3	2	-18	1	-1	-3	2	NC(=O)c1nc(N2CCOCC2)nc(N2CCOCC2)n1
5	-3	-1	12	7	-4	-9	-20	-67	COc1cc(OC)cc(C(=O)NCc2nc(-c3ccccc3)no2)c1

# Profiles, quoted from the list. Order of screens: CatB block, CatB mix inh, CatL inh, AP ELISA ortho, FXIIa inh mix, FXIa mix inh, Cathepsin G inh, CatS block, C1s block
# S=c1[nH]nc(-c2ccco2)n1C1CCCCC1 as listed: 0, 1, -3, 0, 18, 2, 2, 6, 5
# CCOc1ccc(-c2nc(CSCC(=O)N3CCN(C(=O)c4ccco4)CC3)c(C)o2)cc1 as listed: 0, 6, ., 28, -11, 8, 0, 1, 2

# New compounds follow:
CatB block	CatB mix inh	CatL inh	AP ELISA ortho	FXIIa inh mix	FXIa mix inh	Cathepsin G inh	CatS block	C1s block	smiles
5	3	6	6	-2	7	6	6	-10	CCOc1ccccc1NC(=O)C1=C(C)NC(=O)NC1c1cccc(OC)c1OC (centres undefined)
9	8	.	-1	3	1	-12	20	-33	CC1CN(C(c2cccs2)c2sc3ncnn3c2O)CC(C)O1 (centres undefined)
3	4	11	18	2	3	10	-13	7	CN1CCC2(CC1)Nc1nc(SCc3ccc(Cl)cc3)nn1C1=C2CN(C)CC1
1	3	6	20	-23	3	13	-1	17	CC(C)(C)c1csc(NC(=O)Cn2cnc3ccccc3c2=O)n1
6	1	13	-1	-19	-4	8	9	-5	CCSc1sccc1C1C(C#N)=C(N)N(c2cccnc2)C2=C1C(=O)CCC2 (centres undefined)
1	-2	0	7	0	7	-3	9	-10	CC1=C(C(=O)Nc2ccc(Cl)cc2)C(c2ccco2)NC(=O)N1 (centres undefined)
-4	4	-5	11	0	6	0	6	0	COc1cccc(CNc2nc3nc(C)cc(C)n3n2)c1
4	1	5	6	-15	5	7	-10	-2	COc1ccccc1OCCC(=O)OCC(=O)Nc1ncc(Cl)cc1Cl
-3	0	-8	14	8	-7	-7	-5	-70	COc1ccc(-c2nnc(Nc3nc4c(OC)cccc4s3)o2)cc1
-1	2	.	10	8	1	-1	-1	-10	CCOC(=O)C1CCN(C(=O)CN(c2ccc(OC)cc2)S(=O)(=O)c2c(C)nn(C)c2C)CC1

# Screens (PubChem BioAssay)
